HKDC1 inhibitor – HKDC1 hexokinase inhibitors, primary screen, biochemical, fluorescence, uHTS. 340,000 tested, 0.16% active. recombinant HKDC1, G6PDH/diaphorase resazurin coupled fluorescence. inhibition, % at 20 µM. AID 493160, 2011. Q2TB90;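 active = inhibition above about 35% when tested at 20 µM, limit read from the data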;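 note: plate controls were DMSO wells with enzyme for no effect and DMSO wells lacking enzyme for full effect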
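Test system: recombinant HKDC1 (HK5) hexokinase enzyme, produced in-house / Doses: 20 µM test compound, 1% DMSO / Timing: 90 min, room temperature / Detection: G6PDH/diaphorase-coupled fluorescence, 1 mM NADP, 100 µM resazurin, 525/613 nm / Control set: DMSO wells with and without enzyme mix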
PfG6PD inh – PfG6PD enzyme inhibitors, primary screen, biochemical, fluorescence intensity, uHTS | glucose-6-phosphate dehydrogenase-6-phosphogluconolactonase (Plasmodium falciparum 3D7) | PfGluPho enzyme, NADPH resazurin-diaphorase fluorescence | inhibition, % at 20 µM | 350,000 tested, 0.78% active;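 active = inhibition reaching at least a set limit at 20 µM in the primary screen, cut at about 59% in these data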;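 note: 0% = DMSO wells with substrate and 100% = DMSO wells lacking glucose-6-phosphate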
ATG4B inh – ATG4B protease inhibitors, primary screen, biochemical, fluorescence, uHTS; Cysteine protease ATG4B (Homo sapiens), Q9Y4P1; ATG4B cleavage of LC3-PLA2, NBD-HPC fluorescence, 1 h; inhibition, % at 8.33 µM; 340,000 tested, 0.51% active; AID 504462, 2011; in the data active = inhibition above about 40%
Target sequence (Q9Y4P1 whole entry, looked up): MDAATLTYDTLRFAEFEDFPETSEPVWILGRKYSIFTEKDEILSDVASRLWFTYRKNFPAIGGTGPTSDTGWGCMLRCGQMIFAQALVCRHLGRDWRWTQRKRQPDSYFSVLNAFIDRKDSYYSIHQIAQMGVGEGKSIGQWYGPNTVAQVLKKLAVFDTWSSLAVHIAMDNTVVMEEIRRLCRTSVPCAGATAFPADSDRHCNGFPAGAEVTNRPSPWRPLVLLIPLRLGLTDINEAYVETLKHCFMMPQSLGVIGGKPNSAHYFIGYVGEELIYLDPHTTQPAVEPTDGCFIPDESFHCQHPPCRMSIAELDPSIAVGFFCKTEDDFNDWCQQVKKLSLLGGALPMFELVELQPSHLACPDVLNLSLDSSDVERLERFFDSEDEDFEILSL
* hit, by the source's call. This is a subset (hit frequency here may not be typical).

The first 14 entries (preview)
SMILES	HKDC1 inhibitor	PfG6PD inh	ATG4B inh
CC(C)=CCc1ccc(O)c(=O)cc1C(C)C	9	-31	-1
Cc1ccc(NC2=Nc3ccccc3N3C2=Nc2c(c(C)nn2-c2ccccc2)C3c2ccc(O)c(O)c2)cc1 (stereo not given)	-7	-5	23
c1ccc(COC2COC3C(OCc4ccccc4)COC23)cc1 (stereo not given)	-6	0	-2
CC1(C2CCC3C4CCC5CC6(CCC5(C)C4C(=O)CC32C)OCCO6)OCCO1 (stereo not given)	-1	-9	-2
COc1cccc(CCC2C(=O)CCCC2=O)c1	-8	1	-2
COc1ccc(C(c2nnnn2C(C)(C)C)N2CCN(c3nc4ccccc4s3)CC2)cc1OC (stereo not given)	2	-8	-1
C=CCn1c(SCC(=O)NCC(c2ccccc2)N(C)C)nc2sc3c(c2c1=O)CCC3 (stereo not given)	-3	2	-11
CC1OC(OC2C(CO)OC(OCC3OC(OC(=O)[C@@]45CCC(C)(C)C[C@@H]4C4=CC[C@@H]6[C@@]7(C)CCC(OC8OCC(O)C(O)C8OC8OC(C)C(O)C(O)C8O)[C@@](C)(CO)C7CC[C@@]6(C)[C@]4(C)CC5)C(O)C(O)C3O)C(O)C2O)C(O)C(O)C1O (stereo not given in full)	2	-19	4
CC(=O)Nc1cccc2cc(O)ccc12	3	32	-5
CCON1C(=O)C2(CCCCC2)C(=O)C12C=CCCC2 (stereo not given)	-1	5	-4
O=c1[nH]c(=O)n(C2OC(CO)C(O)C2O)cc1F (stereo not given)	-8	18	-7
Cc1ccc(OCc2occc2C(=O)O)cc1	-1	-13	-8
Cc1nn(-c2ccccc2)c(N)c1N=Nc1ccccc1	-2	-4	73*
Cc1cccc(NC(=O)CSCC(=O)N(C)Cc2ccc3c(c2)OCCO3)c1	-4	-3	-5

The whole of this part (from the top)
SMILES	HKDC1 inhibitor	PfG6PD inh	ATG4B inh
CC(C)=CCc1ccc(O)c(=O)cc1C(C)C	9	-31	-1
Cc1ccc(NC2=Nc3ccccc3N3C2=Nc2c(c(C)nn2-c2ccccc2)C3c2ccc(O)c(O)c2)cc1 (stereo not given)	-7	-5	23
c1ccc(COC2COC3C(OCc4ccccc4)COC23)cc1 (stereo not given)	-6	0	-2
CC1(C2CCC3C4CCC5CC6(CCC5(C)C4C(=O)CC32C)OCCO6)OCCO1 (stereo not given)	-1	-9	-2
COc1cccc(CCC2C(=O)CCCC2=O)c1	-8	1	-2
COc1ccc(C(c2nnnn2C(C)(C)C)N2CCN(c3nc4ccccc4s3)CC2)cc1OC (stereo not given)	2	-8	-1
C=CCn1c(SCC(=O)NCC(c2ccccc2)N(C)C)nc2sc3c(c2c1=O)CCC3 (stereo not given)	-3	2	-11
CC1OC(OC2C(CO)OC(OCC3OC(OC(=O)[C@@]45CCC(C)(C)C[C@@H]4C4=CC[C@@H]6[C@@]7(C)CCC(OC8OCC(O)C(O)C8OC8OC(C)C(O)C(O)C8O)[C@@](C)(CO)C7CC[C@@]6(C)[C@]4(C)CC5)C(O)C(O)C3O)C(O)C2O)C(O)C(O)C1O (stereo not given in full)	2	-19	4
CC(=O)Nc1cccc2cc(O)ccc12	3	32	-5
CCON1C(=O)C2(CCCCC2)C(=O)C12C=CCCC2 (stereo not given)	-1	5	-4
O=c1[nH]c(=O)n(C2OC(CO)C(O)C2O)cc1F (stereo not given)	-8	18	-7
Cc1ccc(OCc2occc2C(=O)O)cc1	-1	-13	-8
Cc1nn(-c2ccccc2)c(N)c1N=Nc1ccccc1	-2	-4	73*
Cc1cccc(NC(=O)CSCC(=O)N(C)Cc2ccc3c(c2)OCCO3)c1	-4	-3	-5
Cc1ccc(S(=O)(=O)c2c(C)cc(C)nc2N2CCCCC2)cc1	15	16	15
CCOC(=O)/C=c1/s/c(=C/c2ccccc2OC)c(=O)n1CC(=O)N1CCOCC1	-3	11	-14
O=S(=O)(c1ccc(Cl)c(Cl)c1)c1snnc1-c1ccccc1	25	22	7
O=CNc1c(Br)cc2c(c1Br)Cc1cc(Br)ccc1-2	3	-17	0
O=C(O)C1Nc2c(Cl)cc(Cl)cc2C2C=CCC12 (stereo not given)	31	-10	65*
O=C(NNC(=O)c1cccc2ccccc12)c1cccc(Br)c1	-2	0	2
Cc1cccc(C)c1NC(=O)CNC(=O)c1ccc(N2CCCC2)c([N+](=O)[O-])c1	-4	-3	-5
COc1ccc(NC(=O)c2ccc3c(c2)S(=O)(=O)N=C2CCCCCN23)cc1S(N)(=O)=O	-2	4	-35
COc1ccc(Cl)cc1CC=NNC(=O)c1ccncc1	-1	-7	4
CCCN(CC(=O)Nc1ccccc1OC)C(=O)c1ccc(S(=O)(=O)Nc2ccccc2OC)cc1	-5	-10	-2
COc1cccc(C(=O)C(=O)c2cccc(OC)c2OC)c1OC	-4	-3	-8
Cc1nc2nc3c(cn2n1)C(=O)CC(C)(C)C3	2	9	10
Cc1cc(C)c2c(c1)CC(C)(C)CC2=O	0	7	11
CCOC(=O)c1c(CSC(=N)N)n(-c2ccc(Br)cc2)c2cc(Br)c(OC(C)=O)cc12	-13	25	14
COc1ccc(-c2nc(C(N)=O)c3[nH]c(=O)n(-c4cccc(Cl)c4)c3n2)cc1OC	3	-12	3
COc1ccc(-c2cc(=O)c3c(OC)c(OC)c(OC)c(OC)c3o2)cc1	-3	-8	-25
O=c1ccn([C@@H]2O[C@H](CNCc3ccc(-n4cccn4)cc3)[C@@H](O)[C@H]2O)c(=O)[nH]1	9	-19	9
COC(=O)C(C)Sc1nc2c(c(=O)n(C)c(=O)n2C)n1Cc1cccc(C)c1 (stereo not given)	-7	13	-2
COc1ccc2[nH]c3c(NCCC4=CCCCC4)ncnc3c2c1	10	12	24
COCC(=O)Nc1nc2n(n1)C(c1ccc(OC)cc1)CC(c1ccc(OC)cc1)N2 (stereo not given)	-3	-3	-13
O=C(CC1Sc2ccccc2NC1=O)NNc1ccc(F)cc1 (stereo not given)	2	-12	-11
Cc1ccc(C)c(S(=O)(=O)N2CCN(C(=O)CCC(=O)NCc3ccc(Cl)cc3Cl)CC2)c1	-1	-15	5
COc1cc(/C=N/Nc2cccc(C)c2)cc(Br)c1O	8	30	-4
Cc1ccc2nc(NCc3ccccc3)[nH]c2c1	-3	18	38
CCOC(=O)C1CN(Cc2ccccc2)C(=O)C1=O (stereo not given)	-7	13	0
O=C(Cc1cccc(NC(=O)C2CCN(C(=O)C3CCCCC3)CC2)c1)Nc1cccc(C(=O)N2CCOCC2)c1	-6	-4	-9
Cc1cc(NC(=O)c2cncc(Br)c2)n(-c2ccccn2)n1	1	-21	5
O=C(NCCCOc1ccc([N+](=O)[O-])cc1Cl)OCc1ccccc1	5	11	-7
COc1cc(C(C(=O)NC(C)(C)C)N(C(=O)CNC(=O)c2cccs2)c2ccc(C(C)C)cc2)cc(OC)c1OC (stereo not given)	-2	7	-8
O=c1c2ccccc2ncn1CCc1ccncc1	-3	-4	-1
COC(=O)c1cc(COC(=O)c2ccc(OC)c(S(=O)(=O)N3CCCC3)c2)oc1C	-3	-9	-4
C[C@@H]1CN[C@H](CCO)/C1=C\c1ccccc1	-3	-15	0
NC(=O)c1ncn([C@@H]2O[C@H](CNCc3cc(Cl)ccc3OCc3ccc(Cl)cc3)[C@@H](O)[C@H]2O)n1	-3	25	-10
c1ccc2oc(-c3ccc(Nc4nc(N5CCOCC5)nc(N5CCOCC5)n4)cc3)nc2c1	1	-8	4
O=C(COC(=O)c1nc(Cl)ccc1Cl)Nc1cccc(S(=O)(=O)N2CCOCC2)c1	1	-4	-48
Cc1ccc(NC(=O)CC2Nc3ccccc3NC2=O)cc1Cl (stereo not given)	1	-7	-1
Further structures:
SMILES	HKDC1 inhibitor	PfG6PD inh	ATG4B inh
CCOC(=O)c1sc(-c2ccccc2)cc1NC(=O)Nc1ccccc1	4	1	41*
COc1ccc(CC(=O)Oc2cc(C)[nH]c(=O)c2[N+](=O)[O-])cc1	-4	-2	-3
COc1ccccc1-n1cnc2c(c1=O)c1nc3ccccc3nc1n2-c1ccc(C)c(C)c1	12	-2	44*
Nc1c(N(CCCO)C(=O)CCCN2C(=O)c3cccc4cccc(c34)C2=O)c(=O)[nH]c(=O)n1Cc1ccccc1	-1	-4	-8
CCOC(=O)C1CCCC12Nc1cccc3cccc(c13)N2 (stereo not given)	10	46	-16
Oc1cc(CNC2CCCCC2)c(O)cc1CNC1CCCCC1	34	81*	1
CC(=NNC(=S)N1CCN(c2ccccn2)CC1)c1ccccn1	-21	84*	13
O=C(CNC(=O)c1ccco1)Nc1ccc(OC(F)F)cc1	7	6	-2
CCCCCCCSc1ncnc2[nH]ncc12	-1	8	-2
O=C1NCCCN1Cc1ccc(F)cc1Cl	-15	1	-12
CN(Cc1ccccc1)C1CCN(Cc2ccccc2[N+](=O)[O-])CC1	-3	-1	4
COc1cccc(COC(=O)c2cc(S(=O)(=O)N3CCOCC3)ccc2Cl)c1OC	-1	-11	5
CCOc1ccc(-n2c(SCC(=O)Nc3ccc4c(c3)OCO4)nc3c(c2=O)SCC3)cc1	-5	9	-18
CC(=O)Nc1ccc(NCc2ccc(-c3ccccc3)cc2)cc1	11	23	5
Oc1ccc(NCc2ccc(OCc3ccccc3)cc2)cc1	10	66*	1
CCN(CC)c1ccc(C2NC(=O)c3ccccc3N2)cc1 (stereo not given)	0	27	2
COc1ccc(Nc2nnc(SCC(=O)Nc3cc(C)on3)s2)cc1	-2	-22	-5
COc1ccc(Cn2nnnc2C(c2ccccc2Cl)N2CCN(C)CC2)cc1 (stereo not given)	-6	13	-3
ClCc1nnc(-c2cc3c(s2)CCCC3)o1	10	-2	-3
c1ccc2cc(N3CCCCC3)ccc2c1	19	7	7
Cc1ccc2c(c1)c1c(n2CC(O)CNC(C)(C)C)CCCC1 (stereo not given)	5	32	-6
NC(=O)c1ncn([C@@H]2O[C@H](CNCc3ccccc3OCc3ccc(Cl)cc3Cl)[C@@H](O)[C@H]2O)n1	-4	1	-10
Cn1c2ccc(F)cc2c2nnc(NN)nc21	5	27	-9
CN(C)c1ccc(C(=O)C(O)c2ccccc2Cl)cc1 (stereo not given)	1	-7	-1
Cc1ccc(S(=O)(=O)NCCC(=O)NCCc2ccccc2)cc1	-1	0	-14
O=C(c1ccc(F)cc1)C1CCN(Cc2ccccc2)CC1	-1	3	6
CCOC(=O)c1c(-c2cccc([N+](=O)[O-])c2)csc1NC(=O)CCCOc1ccccc1OC	-1	4	-16
CCOc1ccc2[nH]c(=O)c(CN(Cc3cccs3)C(CC)c3nnnn3C(C)(C)CC)cc2c1 (stereo not given)	1	0	-8
Cc1cc(-c2n[nH]c(=S)n2/N=C/C(Br)=C/c2ccccc2)n[nH]1	29	23	-8
CN(C)CCNc1ccc2ncn3c4ccc(O)cc4c(=O)c1c23	22	36	-10
O=c1oc2ccccc2c(=O)c2ccccc12	-9	-3	1
O=C(Nc1ccc2c(c1)C(N1CCOCC1)c1ccccc1-2)C(F)(F)F (stereo not given)	-1	38	-3
CN1C[C@@H]2[C@@H]3C(=O)N(Cc4ccccc4)C(=O)[C@@H]3[C@](Cc3ccccc3)(C1=O)N2C(=O)c1ccc(C(C)(C)C)cc1	6	7	-14
O=C(c1ccccc1)N1CCCCC1	-12	-1	-13
CCOc1ccccc1CNc1ccc(O)cc1	23	74*	3
O=C1NNC(c2ccccc2)=N/C1=C\c1ccccc1Cl	11	-5	5
CCOC(=O)c1cc(NC(=O)c2ccccc2)c(=O)oc1C(F)(F)F	-5	-2	-8
CC(=O)OCC1(O)CC23CCC4c5ccoc5CCC4(C)C2CCC1C3 (stereo not given)	3	-5	4
COc1ccc(C(=O)C(CCC(CNC(C)(C)C)C(=O)c2ccc(OC)cc2)CNC(C)(C)C)cc1 (stereo not given)	2	13	0
Cc1cc([N+](=O)[O-])c2ccccc2c1NS(=O)(=O)c1ccccc1	2	27	0
COc1cccc2c1O/C(=N\O)C(C(=O)Nc1cccc(Br)c1)C2 (stereo not given)	-1	27	-11
Cc1ccc(C(=O)Nc2ncccc2C)o1	-2	-8	-1
Cc1cc(C)c2c(n1)nn1c(-n3ccnc3)cc(C)nc21	5	1	-5
O=C(O)CC1CCC1CC(=O)O (stereo not given)	-6	-16	-1
Nc1cc(Oc2cccnc2)cc([N+](=O)[O-])c1	1	7	3
NC(=O)Cc1ccc2sc(-c3ccccc3)nc2c1	-8	5	71*
COc1cc(/C=C/C=C2/CC/C(=C/C=C/c3ccc(O)c(OC)c3)C2=O)ccc1O	23	35	28
Cc1ccc(C(=O)COC(=O)C2CCC2)cc1	-1	-8	-5
CCc1nn(CC(=O)N2CCN(Cc3ccc4c(c3)OCO4)CC2)c(=O)c2cc3occc3n12	-5	-5	-4
COc1cc2ccccc2cc1C(=O)N1CC(C)OC(C)C1 (stereo not given)	-2	-15	6
New compounds follow.
SMILES	HKDC1 inhibitor	PfG6PD inh	ATG4B inh
CC1(CCOCc2ccccc2)NC(=O)NC1=O (stereo not given)	1	4	5
Cc1ccccc1S(=O)(=O)N1C[C@H]2CON(C)[C@H]2C[C@H]1c1cccc(Br)c1	-3	41	1
COC(=O)c1cc(=O)c2ccc(OC)cc2o1	-16	5	-5
CCOc1ccccc1C=NNC(=O)c1cccc2ccccc12	3	24	-4
O=C(CCC1CCCCC1)Nc1cccc(C(=O)Nc2ccc(C(=O)O)cc2)c1	-1	-1	7

From PubChem
